HTR2A ag = mouse Htr2a agonists via beta-arrestin recruitment, primary screen, cell-based, luminescence; 5-hydroxytryptamine receptor 2A (Mus musculus), P35363; CHO-K1 mHTR2A beta-arrestin complementation; percent of 30 µM serotonin response; activation, % at 7.6 µM; actives 0.66% (n = 360,000);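 active = activation above a run cutoff, the mean activation of all tested compounds plus 3 SD, cut at about 14% in these data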;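 also: 0% = plate median of compound wells and 100% = 30 µM serotonin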
N-glyco inh = increase of ERlucT glycosylation luciferase signal, primary screen, N-linked glycosylation inhibitor project, D54 ERlucT cells, luminescence, set 2; D54 ERlucT glycosylation luciferase reporter, 24 h; percent of 100 nM tunicamycin response; reporter increase, % at 12.5 µM; actives 0.23% (n = 360,000); AID 588692, 2011;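 active = mean luciferase reporter signal, scaled so untreated is 0 and the glycosylation-blocking control 100, at or above a set limit in every replicate; inconclusive = mean reaches the limit but not every replicate does; inactive = mean below the limit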;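 also: luciferase carries N-glycosylation sites so blocking glycosylation raises the light; 0% = median of neutral control wells and 100% = median of 100 nM tunicamycin wells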
Vif imaging = HIV Vif self-association inhibitors, primary screen, imaging, HEK293T, single point; HEK293T cells, Vif self-association by quenched fluorescence, 24 h; inhibition, % at 7.49 µM; actives 0.35% (n = 340,000); AID 602346, 2012; in the data active = inhibition above about 50%, passing the limit was not always enough; inconclusive = no clear call, values can overlap the other calls; inactive = below about 31%; also: some results filed as inactive read as strong as hits
aDG glyco act = activators of alpha-DG glycosylation, primary screen, uHTS, Pro5-aDG cells, AlphaScreen; actives 0.22% (n = 360,000); AID 624168, 2012; alpha-DG glycosylation AlphaScreen (IIH6); 0% Pro5, 100% B10-LARGE cell signal; activation, % at 10 µM;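 active = activation of at least 8% versus controls, or a plate z-score of at least 8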;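 also: Pro5 are CHO cells carrying HIG-tagged alpha-DG that lacks glycosylation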
Exocytosis inh = LAMP-1 surface exposure blockers, TALL-104 cells – cell-based, flow cytometry, MLPCN library, primary screen | actives 0.66% (n = 360,000) | inhibition, % at 10 µM | TALL-104 LAMP-1 surface exposure; cells stimulated with thapsigargin and PMA;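 active = inhibition above about 55%, limit read from the data; inconclusive = no clear call, values can overlap the other calls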
Cardio protect = cardioprotection against H2O2-induced cell death, primary screen, uHTS, H9c2 cells, ATPLite luminescence; protection from H2O2 cell death, % at 20 µM; AID 588492, 2011; actives 0.63% (n = 360,000); H9c2 cardiomyocytes, H2O2 injury protection, 2 h;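 active = compounds giving at least 50% protection of heart cells from peroxide-induced death in the single-dose screen, raw or plate-pattern-corrected value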;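 also: 0% = DMSO wells with peroxide and 100% = DMSO wells without peroxide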
hiPSC survival = enhancers of single-cell hiPSC survival, primary screen, ATPlite luminescence; 100% = ROCK inhibitor wells, 0% = DMSO; survival enhancement, % at 20 µM; actives 0.044% (n = 360,000); AID 602274, 2012; in the data active = survival enhancement above about 18%;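 also: cells exposed to compounds for 16 hours before the ATP read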
PDI turbidity = inhibitors of human PDI, primary screen, biochemical, turbidity, single point, plate reader; Protein disulfide-isomerase (Homo sapiens), P07237; PDI insulin aggregation turbidity, A650, 90 min; inhibition, % at 10 µM; actives 0.052% (n = 350,000); AID 588391, 2011;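 active = mean inhibition across replicates of 30% or more, whatever share of single replicates reach that level; inconclusive = mean inhibition below 30% while every single replicate reaches 30%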;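 also: absorbance from insulin aggregation driven by PDI reduction with DTT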
CaV13 ICDI inh = Primary screen for inhibitors of IQ motif and Ca2+-dependent inactivation inhibitor domain binding in CACNA1D, Förster resonance energy transfer in living cells, …; HEK cells, CFP/YFP FRET ICDI-IQ, plate reader, 10 min; percent FRET-ratio fall versus neutral wells; inhibition, % at 12.3 µM; actives 0.098% (n = 340,000); AID 743397;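 active = mean replicate inhibition of at least 30% and at least 1% of replicates passing that level; inconclusive = only one of the two criteria is met; inactive = neither criterion is met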;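 also: 0% = median of the neutral control wells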
ABCB6 inh MLPCN = ABCB6 transporter inhibitors, primary screen, K562-ABCB6 cells, flow cytometry, MLPCN library | ATP-binding cassette sub-family B member 6 (Homo sapiens), Q9NP58 | K562-ABCB6 porphyrin accumulation, 1 h; active compounds read low | fluorescence ratio to DMSO, % at 10 µM | actives 0.19% (n = 360,000) | AID 602162, 2011;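 active = fluorescence ratio to DMSO below 75%, the collection mean minus 3 SD; inconclusive = too few cells collected in the well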;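 also: signal is porphyrin accumulated inside mitochondria; 100% equals median channel fluorescence of DMSO control wells; lower ratio means ABCB6 inhibition with less porphyrin fluorescence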
Target sequence (Q9NP58 whole entry, looked up): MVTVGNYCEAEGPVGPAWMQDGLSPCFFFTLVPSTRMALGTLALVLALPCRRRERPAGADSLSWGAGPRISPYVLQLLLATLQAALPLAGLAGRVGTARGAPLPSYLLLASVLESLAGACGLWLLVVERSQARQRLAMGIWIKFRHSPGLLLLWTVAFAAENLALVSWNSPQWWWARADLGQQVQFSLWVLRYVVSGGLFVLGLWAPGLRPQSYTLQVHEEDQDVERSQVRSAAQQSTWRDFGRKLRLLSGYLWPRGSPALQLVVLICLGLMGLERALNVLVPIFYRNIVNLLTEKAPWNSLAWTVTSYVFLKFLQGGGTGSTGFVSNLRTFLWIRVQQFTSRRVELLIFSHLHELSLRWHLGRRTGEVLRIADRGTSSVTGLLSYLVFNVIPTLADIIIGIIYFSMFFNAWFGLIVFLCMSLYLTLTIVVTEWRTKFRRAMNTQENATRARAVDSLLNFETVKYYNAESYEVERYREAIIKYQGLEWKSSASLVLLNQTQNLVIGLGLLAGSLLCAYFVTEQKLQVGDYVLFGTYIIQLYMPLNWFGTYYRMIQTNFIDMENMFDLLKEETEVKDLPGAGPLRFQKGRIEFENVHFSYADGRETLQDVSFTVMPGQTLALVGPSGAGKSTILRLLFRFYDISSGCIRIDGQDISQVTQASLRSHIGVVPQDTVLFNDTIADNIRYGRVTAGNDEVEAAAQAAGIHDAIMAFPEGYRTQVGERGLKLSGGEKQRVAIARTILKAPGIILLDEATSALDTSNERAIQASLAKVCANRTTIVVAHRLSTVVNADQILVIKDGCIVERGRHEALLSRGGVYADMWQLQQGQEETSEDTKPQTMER
Starred values were filed as active, the others as inactive; ? = inconclusive; nt = no result given.

nr | Structure | HTR2A ag | N-glyco inh | Vif imaging | aDG glyco act | Exocytosis inh
1 | CC[C@@]1(C(=O)OC)N[C@H](CN(C)C(=O)Nc2ccc(Cl)cc2)[C@@H]2C(=O)N(C)C(=O)[C@@H]21 | 1 | 2 | -3 | 0.0 | -4
2 | c1ccc(CSc2ncn[nH]2)nc1 | 1 | 3 | 2 | 0.1 | 0
3 | Cc1ccc(NC(=O)CN(C)S(=O)(=O)c2cccs2)cc1F | 0 | -1 | -7 | -0.1 | -1
4 | O=C(O)C1CC=CCC1C(=O)Nc1ccc2c(c1)OCCO2 (configuration not stated) | -1 | -10 | nt | -0.1 | -2
5 | CCN(CC)CC(=O)N1CCCC(N2CCN(c3cccc(C(F)(F)F)c3)CC2)C1 (configuration not stated) | -4 | 1 | 6 | 0.2 | 0
6 | CCOc1ccc(C2C(C(=O)c3ccco3)=C(O)C(=O)N2Cc2cccnc2)cc1 (configuration not stated) | -2 | -1 | 1 | -0.3 | 0
7 | COc1ccc(C(=O)NCC(=O)OCC(=O)NCc2cccs2)cc1 | -1 | 2 | -5 | 1.0 | -3
8 | Cc1cc(C(=O)N/N=C/c2ccccc2[N+](=O)[O-])c(C)o1 | -6 | 3 | 3 | -0.1 | -6
9 | CCOC(=O)C(NC(=O)c1cccnc1)(Nc1cccc(C)n1)C(F)(F)F (configuration not stated) | 5 | 1 | 12 | -0.2 | -1
10 | COCc1cc(C)nc(SCc2ccc(F)cc2)c1C#N | 5 | -5 | -7 | 0.2 | -11

nr | Cardio protect | hiPSC survival | PDI turbidity | CaV13 ICDI inh | ABCB6 inh MLPCN
1 | -1 | 0.3 | -4 | -4 | 104
2 | 10 | -0.3 | 3 | -5 | 101
3 | -26 | 1.4 | 7 | -1 | 94
4 | 8 | -2.0 | 6 | -5 | 87
5 | 9 | -0.3 | -2 | -5 | 97
6 | 4 | -2.0 | 0 | -3 | 92
7 | 3 | 0.2 | -2 | -4 | 103
8 | -13 | -0.3 | 7 | -20 | 99
9 | 8 | -0.5 | 19 | nt | 97
10 | -13 | -0.1 | 1 | -7 | 98

Structural class: those above containing an aryl thioether with sulfur outside any ring.
nr | Structure | HTR2A ag | N-glyco inh | Vif imaging | aDG glyco act | Exocytosis inh
2 | c1ccc(CSc2ncn[nH]2)nc1 | 1 | 3 | 2 | 0.1 | 0
10 | COCc1cc(C)nc(SCc2ccc(F)cc2)c1C#N | 5 | -5 | -7 | 0.2 | -11

nr | Cardio protect | hiPSC survival | PDI turbidity | CaV13 ICDI inh | ABCB6 inh MLPCN
2 | 10 | -0.3 | 3 | -5 | 101
10 | -13 | -0.1 | 1 | -7 | 98

Other entries:
nr | Structure | HTR2A ag | N-glyco inh | Vif imaging | aDG glyco act | Exocytosis inh
11 | Cn1ccnc1SCC(=O)NC1CC1 | -2 | 1 | -3 | 0.5 | -2
12 | CCOC(=O)CN1C(=O)S/C(=C/c2ccc(C)o2)C1=O | -2 | -1 | -4 | 0.1 | 9
13 | Cc1ccc(S(=O)(=O)N2CCCC(C(=O)NCCc3ccc(Cl)cc3)C2)cc1 (configuration not stated) | -5 | -3 | -7 | 0.6 | -11
14 | Cc1ccsc1CN(C)C(=O)c1ccc(Oc2ccccc2)cc1 | -15 | -2 | 8 | 0.1 | 113*
15 | CC(C)NC(=O)CSc1nnc(-c2ccc(S(=O)(=O)N3CCCC3)cc2)n1CC1CCCO1 (configuration not stated) | 4 | 0 | nt | 0.4 | -2
16 | CC1CCCC(C)N1CCCNC(=O)c1cc2c(s1)-c1ccccc1OC2 (configuration not stated) | -11 | 2 | 18 | 1.4 | 32
17 | CCOC(=O)c1c(C)oc2ccc(OCC(=O)C(C)(C)C)cc12 | -6 | -1 | -2 | -0.1 | -5
18 | Cc1cc(Cl)ccc1NNC(=O)c1cccs1 | 3 | 2 | 3 | 0.0 | -2
19 | Cc1ccc(C2NC(=S)NC3=C2C(=O)CC(C)(C)C3)cc1 (configuration not stated) | -2 | 2 | -1 | -0.2 | -2
20 | O=C(COc1ccccc1Cl)Nc1cc(Cl)ccc1Oc1ccccc1 | -2 | 1 | -3 | -0.1 | -2

nr | Cardio protect | hiPSC survival | PDI turbidity | CaV13 ICDI inh | ABCB6 inh MLPCN
11 | -3 | 1.7 | ? | nt | 101
12 | 1 | 0.1 | -2 | -5 | 98
13 | 2 | -0.5 | 1 | -9 | 82
14 | -5 | -0.5 | 2 | -4 | 100
15 | -10 | -0.8 | 1 | nt | 106
16 | 0 | 0.0 | -8 | -8 | 92
17 | 3 | 0.1 | 0 | -4 | 97
18 | -5 | -0.9 | -1 | 10 | 102
19 | 0 | -0.9 | -2 | -14 | 99
20 | -10 | -4.0 | 7 | nt | 140

Further records follow:
nr | Structure | HTR2A ag | N-glyco inh | Vif imaging | aDG glyco act | Exocytosis inh
21 | O=C(CN1CCc2ccccc21)Nc1ccc2c(c1)OCO2 | -1 | -1 | 4 | -0.3 | -1
22 | COC(=O)CSC1=C(C#N)C(c2ccccc2F)CC(=O)N1 (configuration not stated) | 0 | 2 | nt | 0.0 | 0
23 | COc1cc(C(=O)OCC#N)ccc1OCc1c(C)noc1C | -3 | 31* | -13 | -0.1 | -1
24 | C=CCC[C@@H](CCCCC)OC(=O)/C=C/[C@H](O)[C@@H](O)C[C@@H](O)CC=C | 11 | nt | nt | 0.1 | -6
25 | C[C@@H]1C=C(C(=O)N2CCOCC2)O[C@H](OCc2ccc(CO)cc2)C1 | 0 | 2 | 2 | -0.1 | -3
26 | Cc1ccc(NC(=O)CSC2=Nc3ccccc3C3CC=NN23)c(C)c1 (configuration not stated) | -2 | -4 | -1 | 0.1 | 3
27 | Nc1nc(SCC(=O)O)[nH]c(=O)c1NC(=O)c1ccccc1F | 3 | -1 | -16 | -0.2 | 16
28 | COc1ccccc1CNC(=O)Cc1ccc(C)cc1 | 2 | 1 | 6 | -0.5 | -11
29 | O=C(Nc1ccccc1F)C1CCCN1S(=O)(=O)c1ccc(Cl)cc1 (configuration not stated) | -3 | -1 | -4 | 0.2 | -3
30 | CCOC(=O)C1=C(C)N(C[C@@H]2CC[C@@H](Cc3ccc(-c4ccccc4)cc3)O2)C(=O)NC1c1ccc(SCc2ccco2)c([N+](=O)[O-])c1 (some centres not stated) | 0 | -2 | 0 | -0.2 | 0

nr | Cardio protect | hiPSC survival | PDI turbidity | CaV13 ICDI inh | ABCB6 inh MLPCN
21 | -2 | -2.5 | 3 | -5 | 97
22 | 4 | 0.6 | 0 | -8 | 96
23 | 1 | -0.5 | -4 | -2 | 99
24 | nt | -0.6 | nt | -6 | 120
25 | 0 | 3.1 | 2 | -10 | 99
26 | -2 | -0.4 | 1 | -5 | 97
27 | 2 | -0.6 | -12 | 3 | 96
28 | -9 | -1.0 | 26 | 0 | 95
29 | -1 | -0.4 | 3 | -5 | 97
30 | -7 | -0.5 | 13 | -6 | 103

(continued)
nr | Structure | HTR2A ag | N-glyco inh | Vif imaging | aDG glyco act | Exocytosis inh
31 | COc1ccc(N2C(=O)CSC23C(=O)N2CCCc4cccc3c42)cc1 (configuration not stated) | 4 | -1 | 8 | 0.4 | -1
32 | CCOC(=O)c1sc(-c2ccc(F)cc2)cc1N | 3 | -5 | 9 | 0.2 | -2
33 | CCCCN1C(=O)CC(Nc2ccc(CC)cc2)C1=O (configuration not stated) | 1 | 3 | -2 | -0.1 | 0
34 | COC(=O)COc1cc(=O)oc2ccc(NS(=O)(=O)c3ccccc3)cc12 | 2 | 0 | 2 | 0.0 | 0
35 | O=C(COC(=O)CNS(=O)(=O)/C=C/c1ccccc1)Nc1cc(S(=O)(=O)N2CCCCC2)ccc1Cl | 4 | 1 | -8 | -0.2 | 2
36 | COC(=O)c1c(CSc2ccc(C)c(C)c2)noc1C(=O)NCc1ccc(OC)cc1 | -12 | -3 | -6 | 0.4 | -2
37 | O=C(CN1CCN(C(=O)c2ccccc2Cl)CC1)Nc1cccc(S(=O)(=O)N2CCCC2)c1 | -2 | -1 | -10 | 0.2 | -5
38 | Cc1cc(N2CCN(C)CC2)ccc1NC(=O)c1c2c(nc3ccccc13)CCN(Cc1ccccc1)C2 | 4 | -16 | -8 | -0.8 | 46
39 | Cc1ccc(NC(=O)C(C)Sc2nc(=O)cc(N)n2-c2ccccc2)cc1 (configuration not stated) | -1 | 1 | nt | -0.1 | -6
40 | O=C(NCc1ccccc1)c1cc(=O)[nH]c2ccccc12 | 1 | 2 | 1 | -0.3 | -1

nr | Cardio protect | hiPSC survival | PDI turbidity | CaV13 ICDI inh | ABCB6 inh MLPCN
31 | 1 | -3.0 | 1 | -5 | 109
32 | -13 | -3.2 | -18 | -4 | 109
33 | 5 | -1.1 | -4 | -10 | 89
34 | 6 | 0.5 | 6 | -18 | 96
35 | -16 | 1.7 | -23 | -4 | 100
36 | -2 | 1.2 | 7 | -5 | 101
37 | -2 | -0.3 | -12 | -6 | 96
38 | -26 | -0.6 | 8 | nt | 106
39 | -7 | -2.5 | -1 | -4 | 109
40 | 10 | 0.5 | 0 | -6 | 99

(list continues)
nr | Structure | HTR2A ag | N-glyco inh | Vif imaging | aDG glyco act | Exocytosis inh
41 | Cc1ccc(S(=O)(=O)N(C)C)cc1NC(=O)CSc1nc2ncc(Cl)cc2[nH]1 | -9 | -2 | 5 | -0.2 | -2
42 | COc1ccc(S(=O)(=O)N(CC(=O)Nc2cc(C)on2)Cc2ccccc2)cc1 | -2 | -4 | 0 | 0.1 | 2
43 | O=C(CN1C(=O)NC2(CCCC2)C1=O)Nc1ccc(S(=O)(=O)N2CCOCC2)cc1 | -3 | 1 | 3 | -0.1 | 2
44 | Cc1c(NC(=O)c2cc(=O)[nH]c(=O)[nH]2)c(=O)n(-c2ccccc2)n1C | 1 | 3 | 0 | -0.1 | 0
45 | COC(=O)c1sc2cc(=O)n(-c3cccc(C(F)(F)F)c3)nc2c1O | 4 | 1 | 9 | 0.3 | 1
46 | Cc1c(C(=O)OCCOc2ccc(Br)cc2)sc(=S)n1C | 0 | 0 | -1 | 0.0 | 7

nr | Cardio protect | hiPSC survival | PDI turbidity | CaV13 ICDI inh | ABCB6 inh MLPCN
41 | -10 | -0.4 | 2 | -4 | 92
42 | -2 | -2.1 | 27 | -3 | 91
43 | -1 | -1.1 | -9 | 12 | 102
44 | -1 | 1.5 | 2 | -4 | 105
45 | 3 | 0.8 | 1 | -3 | 96
46 | -5 | 2.6 | 4 | -5 | 87
